All columns: NCI-60 one-dose screen, growth in % after 48 h at 10 µM unless noted; 100 = growth as untreated, 0 = no growth, -100 = all killed.
UACC-257 – UACC-257 melanoma; 78,000 tested, 4.4% active
SK-MEL-28 – SK-MEL-28 melanoma | 81,000 tested, 4.1% active
BT-549 – BT-549 breast cancer. AID 1794793. 78,000 tested, 4.4% active
HS 578T – HS 578T breast cancer; 78,000 tested, 4.1% active; AID 1794788
SK-MEL-2 – SK-MEL-2 melanoma; 77,000 tested, 4.7% active; AID 1794763
MALME-3M – MALME-3M melanoma. 78,000 tested, 5.8% active
UACC-62 – UACC-62 melanoma. 81,000 tested, 5.4% active
T-47D – T-47D breast cancer | AID 1794792 | 79,000 tested, 5% active
Numbers without * were called inactive; . = no result given; & = joins results of further samples; [ ] = remark or other dose. How the source made its calls: active means growth percent below 10; inactive means the rest. Rows are unselected. Share with any hit: about 10%.

Second line of a record – BT-549 | MALME-3M | SK-MEL-28 | HS 578T | UACC-62 | T-47D | UACC-257 | SK-MEL-2
> Cn1cc(C(=O)c2nc(-c3c[nH]c4ccccc34)no2)c2cc(F)ccc21
    48 | 37 | 65 | 45 | 32 | 38 | 51 | 27
> COC(=O)C1(C(=O)OC)C2C(=O)C3C(C21)C3(C(=O)OC(C)(C)C)C(=O)OC(C)(C)C (centres undefined)
    101 | 115 | 107 | 98 | 112 | 102 | 107 | 127
> COc1cccc2nc(Nc3cccc(NC(=O)c4ccc(N5CCN(C)CC5)c(C(F)(F)F)c4)c3)ccc12
    67 | -10* | . | 33 | -38* | 37 | -22* | 77
> COc1cccc2nc(Nc3cccc(NC(=O)c4ccc(CN5CCCN(C)CC5)c(C(F)(F)F)c4)c3)ccc12
    -92* | -96* | -100* | -62* | -74* | -56* | -86* | -87*
> COc1ccc(-c2c(NC(C)=O)noc2-c2cc(OC)c3c(c2OC)OCO3)cc1
    94 | 106 | 103 | 99 | 106 | 85 | 95 | 83
> O=C(OCCOc1ccccc1)c1ccccc1Cl
    107 | 106 | 113 | 120 | 104 | 100 | 108 | 103
> CCCCCCCCCC1OCC(C)(C)C(C(C)C)O1 (centres undefined)
    104 | 99 | 105 | 109 | 106 | 100 | 105 | 123
> COc1cc2nc(SCC(=O)Nc3cc(OC)c(OC)c(OC)c3)n(-c3ccc(F)cc3)c(=O)c2cc1OC
    103 | 99 | 110 | 91 | 82 | 81 | 115 | 102
> C=CCn1c(C)nc2ccc(Nc3nc(Sc4ccc(N)cc4)nc4ccccc34)cc21
    88 | 123 | 104 | 98 | 83 | 72 | 110 | 109
> CCS(=O)(=O)c1nnc2n(Cc3ccccc3)c(=O)c3c(C)c(C(N)=O)sc3n12
    84 | 107 | 108 | 98 | 84 | 91 | 86 | 81

Full records as entered above:
`COc1cccc2nc(Nc3cccc(NC(=O)c4ccc(N5CCN(C)CC5)c(C(F)(F)F)c4)c3)ccc12` is entered as BT-549 = 67; MALME-3M = -10*; SK-MEL-28 = .; HS 578T = 33; UACC-62 = -38*; T-47D = 37; UACC-257 = -22*; SK-MEL-2 = 77
`C=CCn1c(C)nc2ccc(Nc3nc(Sc4ccc(N)cc4)nc4ccccc34)cc21` is entered as BT-549 = 88; MALME-3M = 123; SK-MEL-28 = 104; HS 578T = 98; UACC-62 = 83; T-47D = 72; UACC-257 = 110; SK-MEL-2 = 109
`CCS(=O)(=O)c1nnc2n(Cc3ccccc3)c(=O)c3c(C)c(C(N)=O)sc3n12` is entered as BT-549 = 84; MALME-3M = 107; SK-MEL-28 = 108; HS 578T = 98; UACC-62 = 84; T-47D = 91; UACC-257 = 86; SK-MEL-2 = 81

Back to the main list, starting two compounds before the break.
Second line of a record – BT-549 | MALME-3M | SK-MEL-28 | HS 578T | UACC-62 | T-47D | UACC-257 | SK-MEL-2
> C=CCn1c(C)nc2ccc(Nc3nc(Sc4ccc(N)cc4)nc4ccccc34)cc21
    88 | 123 | 104 | 98 | 83 | 72 | 110 | 109
> CCS(=O)(=O)c1nnc2n(Cc3ccccc3)c(=O)c3c(C)c(C(N)=O)sc3n12
    84 | 107 | 108 | 98 | 84 | 91 | 86 | 81
> COc1ccc2cc(C(=O)/C=C/c3c(C)n(C)n(-c4ccccc4)c3=O)ccc2c1
    97 | 102 | 111 | 109 | 90 | 69 | 94 | 95
> COc1ccc(S(=O)(=O)NC(=O)NC2C(O)OC(CO)C(O)C2O)cc1 (centres undefined)
    124 | 103 | 103 | 103 | 99 | . | 96 | 104
> COc1ccc(CNC(=O)C(O)C(Cc2ccccc2)N(Cc2ccccc2)Cc2ccccc2)cc1OC (centres undefined)
    87 | 101 | 100 | 92 | 78 | 74 | 83 | 110
> CC(=O)OCC1CCCO1 (centres undefined)
    107 | 99 | 108 | 94 | 100 | 93 | . | 106
> CNC1=CC(=O)c2c(C(=O)OC)c(C)[n+]([O-])c(C)c2C1=O
    88 | -46* | 96 | 94 | 27 | 52 | 49 | 71
> O=Cc1cc(C=O)c(O)c(/C=C2/SC(=O)NC2=O)c1
    90 | 86 | 95 | 88 | 86 | 108 | 103 | 96
> CCCCCCCC(=O)OC1CCCCC1C1CCCCC1 (centres undefined)
    96 | 108 | 106 | . | 99 | 106 | . | 116
> FC(F)(F)c1nc2c(NCc3ccc(-c4ccccc4)cc3)cccc2[nH]1
    91 | 71 | 92 | 72 | 72 | . | 88 | .
> CC12OCCC1CC(=O)O2 (centres undefined)
    102 | 103 | 103 | 116 | 112 | 102 | 100 | 97
> Cc1ccc(C(=O)n2cc(-c3ccccc3)c(-c3ccccc3)c2)cc1
    92 | . | 96 | 101 | 84 | 77 | 91 | 92
> CCC(=O)c1c(C(=O)OC)c(C(=O)OC)c2c3ccccc3c3ccccc3n12
    109 | 121 | 107 | 114 | 63 | 90 | 118 | 113
> COc1cccc(-c2nc3cc(NC(=O)c4ccc(Cl)c(C#N)c4)ccc3o2)c1
    . | -56* | -7.9* | 39 | 39 | -20* | 4.3* | 64
> CCOC(=O)N1CCc2c(sc3c2C(=O)N[C@H](c2ccco2)N3)C1
    107 | 110 | 120 | 101 | 100 | 93 | 68 | 105
> Cc1sc2nc(NCc3ccccc3Cl)[nH]c(=O)c2c1C
    100 | 100 | 99 | 99 | 76 | 95 | 106 | 106
> CC(=O)O[C@]1(C(C)=O)CCC2C3C=C(C)C4=CC(=O)CCC4(C)C3CCC21C (some centres undefined)
    76 | 91 | 109 | 122 | 85 | 94 | 106 | 97
> O=C1S/C(=C\c2ccccc2Cl)C(=O)N1Cc1cc2ccccc2nc1Cl
    116 | 110 | 107 | 102 | 92 | 102 | 105 | 99
> Cc1nccc2c3ccc(OCc4cn(Cc5ccc(Br)cc5)nn4)cc3n(CCCc3ccccc3)c12
    88 | 93 | 99 | 67 | 82 | 93 | 99 | 81
> O=C(/C=C/c1ccc(O)c(O)c1)NC(Cc1ccccc1)C(=O)C(=O)NCc1ccccc1 (centres undefined)
    90 | 96 | 101 | 95 | 92 | 91 | 101 | 103
> Cc1c(CC(=O)OCCO)cc(-c2ccc(Cl)cc2)n1-c1ccccc1
    109 | 103 | 109 | 106 | 78 | 72 | 99 | 103
> CS(=O)(=O)NN
    100 | 141 | 112 | 112 | 91 | 98 | 99 | 105
> COc1cc2c(cc1OCCCCCCN1CCN(c3ncnc4ccccc34)CC1)N=CC1CCCN1C2=O (centres undefined)
    -41* | -66* | -4.2* | . | -96* | 7.0* | . | 3.6*
> CCOC(=O)c1c(NCc2ccccc2)sc2cc(O)ccc12
    73 | 99 | 94 | 64 | 74 | 101 | 95 | 98
> NS(=O)(=O)c1ccc(-c2nonc2-c2ccccc2)cc1
    106 | 108 | 108 | 107 | 102 | 87 | 95 | 104
> C/C(O)=C(\N=Nc1ccccc1)C(N)=O
    110 | . | 133 | 100 | 131 | 114 | 111 | 117
> O=C1C[C@@H](c2ccccc2)Oc2c(Cc3ccccc3O)c(O)c(Cc3ccccc3O)c(O)c21
    111 | 91 | . | 86 | 83 | 103 | . | 100
> Cc1nn(-c2ccc(F)cc2)c2ncnc(N)c12
    90 | 94 | 104 | 105 | . | 96 | 114 | 98
> NC(=N\N=C\c1ccccc1O)/C(N)=N/N=C/c1ccccc1O
    72 | 79 | 91 | 69 | 69 | 64 | 84 | 95
> COc1cccc2cc(-c3cc(-c4ccc(-c5cc(-c6cc7cccc(OC)c7oc6=O)nc(-c6cc7cccc(OC)c7oc6=O)c5)cc4)cc(-c4cc5cccc(OC)c5oc4=O)n3)c(=O)oc12
    114 | 116 | 121 | 87 | 114 | 120 | 110 | 106
> Cc1cc(C)n(C(N)=NC(=O)c2ccc([N+](=O)[O-])cc2)n1
    116 | . | 124 | 117 | 93 | 90 | 110 | 106
> OCCn1ccc2nc(Cl)nc(Cl)c21
    110 | 96 | 102 | 96 | 99 | 94 | 100 | 95
> O=C1CC(c2ccccc2)n2cnc3ncnc(c32)S1 (centres undefined)
    . | 89 | 100 | 98 | 99 | 89 | 113 | 115
> COc1ccc2c(c1)Cc1ccccc1C2=O
    102 | 106 | 104 | 110 | 94 | 82 | 111 | 107
> C=CCOc1c(C)cc(C)cc1C
    103 | 97 | 107 | 104 | 95 | 110 | 102 | 111
> C=C(Cl)C1CO1 (centres undefined)
    110 | 105 | 110 | 109 | 106 | 112 | 126 | 110
> O=C1NC(=O)C2(CC(C(=O)Nc3ccc4[nH]c(=S)[nH]c4c3)Oc3ccc(F)cc32)N1 (centres undefined)
    103 | 112 | 102 | 111 | 91 | 100 | 100 | 110
> COc1ccc(/C=N/O)cc1
    103 | 97 | 127 | 116 | . | 97 | 102 | 61
> CCCCOc1ccccc1I
    87 | 103 | 109 | 136 | 105 | 94 | 102 | 100
> N#Cc1cnn(C(=O)c2ccccc2Br)c1NC(=O)c1ccccc1Br
    104 | 95 | 104 | . | 100 | 99 | 98 | 102
> COc1ccc2c(c1)CCNC21C(=O)Nc2ccc(Cl)cc21 (centres undefined)
    125 | 108 | 106 | 88 | 88 | 98 | 101 | 106
> Clc1ccc(/C=C/c2cc(N3CCOCC3)c3cc(Cl)c(Cl)cc3n2)cc1
    -20* | 56 | 105 | 102 | 99 | 91 | . | 104
> COc1ccc(S(=O)(=O)NCCNc2nccc(-c3c(-c4ccc(F)cc4)nc4sccn34)n2)cc1OC
    98 | 124 | 69 | 108 | 61 | 75 | 80 | 101
> CN(C)CCN(Cc1ccccc1)c1ccccc1
    119 | 123 | 113 | 112 | 98 | 95 | 126 | 124
> COC(=O)c1ccc([N+](=O)[O-])o1
    124 | 90 | 111 | 109 | 104 | . | 97 | 117
> O=C(Nc1ccccc1)c1cccnc1
    57 | 88 | 59 | 108 | 108 | 102 | 91 | 102
> CC1=C(C(=O)N(Cc2ccccc2)Cc2ccccc2)C(c2ccc(Cl)cc2)NC(=O)N1 (centres undefined)
    . | 118 | 99 | 100 | 98 | 84 | 103 | 77
> Cc1[nH]c(-c2cccc(O)c2)c2c1C(=O)CCCC2
    92 | 70 | 87 | 41 | 57 | 74 | 83 | 94
> Cc1cc(C)c2c(Cn3cc(Cn4cnc5c4c(=O)n(C)c(=O)n5C)nn3)cc(=O)oc2c1
    98 | 102 | 103 | 90 | 96 | 85 | 105 | 108
> COc1ccc(C(=O)c2c(N)c(C#N)cn2-c2cccc(OC)c2)cc1
    42 | 40 | 46 | 11 | 19 | 16 | 48 | 29
> O=c1cc(C2NNC(=S)N2)c2c(ccc3ccccc32)o1 (centres undefined)
    100 | 96 | 106 | 92 | 87 | 100 | 111 | 110
> CCCCNc1cc(Cl)nc(N)n1
    107 | 112 | 124 | 121 | 99 | 83 | 110 | .

Later entries
Second line of a record – BT-549 | MALME-3M | SK-MEL-28 | HS 578T | UACC-62 | T-47D | UACC-257 | SK-MEL-2
> Cc1ccc([N+](=O)[O-])cc1O
    114&98 | 103&96 | 105&113 | 109&93 | 102&97 | 103&93 | 100&98 | 104&93
> O=C1Nc2ccccc2/C1=C/c1cccn1CCCCn1c2ccccc2c(=O)c2ccccc21
    75 | 92 | 105 | 86 | 52 | 5.0* | 105 | 84
> CC(C)C[C@H]1C=C[C@H](CC(C)C)N(Cc2ccccc2)S(=O)(=O)N1Cc1ccccc1
    . | 121[7.5 µM] | . | 102[7.5 µM] | 78[7.5 µM] | 66[7.5 µM] | 71[7.5 µM] | 83[7.5 µM]
> O=C(N=Nc1c(O)[nH]c2ccccc12)C(=O)N=Nc1c(O)[nH]c2ccccc12
    99 | 100 | 104 | . | 100 | 100 | 114 | 96
> COC(=O)Cc1cc(O)cc2oc(-c3ccc(OC)cc3)cc(=O)c12
    80 | 100 | 105 | 102 | 83 | 78 | 107 | 102
> CCCc1ccnc(NS(=O)(=O)c2ccc(N)cc2)n1
    . | 67 | 79 | 82 | 86 | 64 | 43 | 98
> CCc1ccc(-c2ccc(NC3CCCCCC3)nn2)cc1S(N)(=O)=O
    103 | 104 | 105 | . | 98 | 103 | 100 | 99
> Cc1nc2c(c(=O)[nH]1)C(c1ccccc1Cl)c1ccc3ccccc3c1O2 (centres undefined)
    94 | 91 | 105 | 88 | 83 | 86 | 102 | 104
> COc1cc2nc(-c3cnc(N(C)C)nc3)nc(NC3CCN(Cc4ccccc4)CC3)c2cc1OC
    -1.7* | -74* | -79* | -47* | -94* | -47* | 24 | 89
> Cc1ccc2nc(-c3nc(-c4ccc(C(F)(F)F)cc4)n4ccccc34)[nH]c2c1
    104 | 123 | 108 | 97 | 86 | 37 | 118 | 106
> COc1ccc(-n2c(SCC(=O)NNC(=S)NC(=O)c3ccccc3)nc3cc(OC)c(OC)cc3c2=O)cc1
    95 | 86 | 84 | 97 | 81 | 97 | 101 | 97
> COc1cc(Cn2nc(-c3ccccc3)c3c2CCc2cnoc2-3)cc(OC)c1OC
    93 | 92 | 87 | . | 69 | 58 | 107 | 104
> CCOP(=O)(OCC)C(Cc1ccc(OC)c(OC)c1)N=C(c1ccccc1)c1ccccc1 (centres undefined)
    90 | 96 | 112 | 100 | 88 | 78 | 101 | 100
> Cc1ccccc1-c1noc(Cn2cc(-c3ccccc3)nn2)n1
    100 | 98 | 104 | 100 | 91 | 92 | 100 | 107
> COc1ccc(N(CCN(C)C)C(=O)C(c2ccccc2)c2ccccc2)cc1
    92 | 87 | 98 | 74 | 84 | 73 | 94 | 95
> O=C(Cn1nnc2ccccc21)N/N=C/c1cccc(O)c1O
    62 | 69 | 67 | 73 | 35 | 60 | 77 | 81
> Nc1ccc2c(c1)C(=O)c1ccc(Cl)cc1-2
    . | . | 107 | 102 | 99 | 95 | 97 | 91

Screens from PubChem BioAssay.
